Screening data: PubChem, National Center for Advancing Translational Sciences (NCATS)
TRb SRC2 PPI = disrupts binding of human TR beta to SRC2. P10828. TRbeta-SRC2 peptide binding, fluorescence polarization; receptor liganded with 1 µM T3. Potency, µM (highest dose often 106 µM), inactives show at the top dose activity change, negative = inhibition, hits mostly inhibitors. 280,000 compounds, 0.065% hits. AID 1469;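 note: plate controls were bound peptide for no effect and peptide without receptor for full effect; nearly all actives have a fitted effect of over 50% in size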
Target sequence (P10828 whole entry, looked up): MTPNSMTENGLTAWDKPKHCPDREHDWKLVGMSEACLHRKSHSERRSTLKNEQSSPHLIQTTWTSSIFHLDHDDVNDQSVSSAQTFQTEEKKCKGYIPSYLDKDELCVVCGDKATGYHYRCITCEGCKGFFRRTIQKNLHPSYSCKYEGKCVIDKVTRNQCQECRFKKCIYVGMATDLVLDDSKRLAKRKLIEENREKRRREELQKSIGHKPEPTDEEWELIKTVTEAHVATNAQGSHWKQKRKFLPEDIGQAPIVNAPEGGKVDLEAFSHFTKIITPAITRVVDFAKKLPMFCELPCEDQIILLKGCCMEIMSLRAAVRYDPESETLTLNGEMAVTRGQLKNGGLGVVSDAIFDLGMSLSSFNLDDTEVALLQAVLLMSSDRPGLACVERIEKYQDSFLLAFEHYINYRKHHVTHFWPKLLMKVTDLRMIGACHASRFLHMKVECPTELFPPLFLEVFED
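Polarization signal, normalized between peptide-alone and full complex controls, measured compound effects on T3-liganded human TRb LBD (0.6 uM) binding 20 nM Texas Red SRC2 peptide after 5 hr.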
aGlu spleen mod = inhibitors or activators of human alpha-glucosidase in spleen homogenate; human spleen homogenate, 4-MU-alpha-glucoside fluorescence; AID 2112; 240,000 compounds, 0.006% hits; Potency, µM (doses to about 79.9 µM), for the others: at the top dose activity change, negative = inhibition, most hits filed as inhibitors; P10253;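 note: 0% = enzyme with vehicle and -100% = no enzyme basal signal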
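Human spleen homogenate (1 ug) with 4-methylumbelliferyl-alpha-D-glucopyranoside (1 mM final) in 50 mM citrate/phosphate pH 5.0, 0.01% Tween-20; 40 min at 37 C. Stopped at pH 10; 4-MU fluorescence Ex 365/Em 440 nm; AC50 by Hill fit.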
RECQ1 helicase = blocks DNA unwinding by human RECQ1 | Potency, µM (highest dose often 57.3 µM), without a hit: at the top dose activity, negative = inhibition, hits mostly inhibitors | 240,000 compounds, 0.54% hits | AID 2549 | RECQ1 DNA unwinding, red fluorescence kinetic read;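 note: plate controls were vehicle for no effect and no enzyme for full effect; nearly all actives have a fitted effect of over 30% in size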
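RECQ1T1 50 nM; forked duplex (20 bp + 30-nt ss tails) 200 nM, ATP 2 mM final; pH 8.0, 2 mM MgCl2, 2.5 ug/ml poly(dI-dC); 15 min compound preincubation; discontinuous kinetic read over 2 h at RT.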
GAA glycogen = alters human alpha-glucosidase cleavage of glycogen | recombinant GAA, glycogen substrate, Amplex Red glucose oxidase fluorescence | Potency, µM (top dose mostly 76.4 µM), inactives show at the highest dose activity change, negative = inhibition, hits mostly inhibitors | 300,000 compounds, 0.38% hits | AID 2100;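 note: 0% = full enzyme reaction and -100% = no-enzyme basal signal; the screen sought inhibitors and activators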
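Recombinant enzyme (4 nM final) with compounds titrated up to 77 uM and bovine liver glycogen (30 ug) in citrate pH 5.0, 0.01% Tween-20, 37 C 40 min. Released glucose detected by Amplex Red/glucose oxidase (Ex 573/Em 610); AC50 from Hill fits.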
GoLoco inh red = blocks human Gai1 binding to RGS12 GoLoco peptide, red readout; P63096; Gai1:RGS12 GoLoco peptide FP, rhodamine, 10 min; Potency, µM (highest dose often 61.6 µM), for inactives: at the highest dose activity, negative = inhibition, actives largely listed as inhibitors; 230,000 compounds, 0.44% hits; active = well fitted inhibition curve with a large enough effect, not every such curve was filed as active; inactive = no such curve, though single readings can be large or run the other way; note: nearly all actives have a fitted effect of over 30% in size; many of its hits are not listed in these tables
Target sequence (P63096 whole entry, looked up): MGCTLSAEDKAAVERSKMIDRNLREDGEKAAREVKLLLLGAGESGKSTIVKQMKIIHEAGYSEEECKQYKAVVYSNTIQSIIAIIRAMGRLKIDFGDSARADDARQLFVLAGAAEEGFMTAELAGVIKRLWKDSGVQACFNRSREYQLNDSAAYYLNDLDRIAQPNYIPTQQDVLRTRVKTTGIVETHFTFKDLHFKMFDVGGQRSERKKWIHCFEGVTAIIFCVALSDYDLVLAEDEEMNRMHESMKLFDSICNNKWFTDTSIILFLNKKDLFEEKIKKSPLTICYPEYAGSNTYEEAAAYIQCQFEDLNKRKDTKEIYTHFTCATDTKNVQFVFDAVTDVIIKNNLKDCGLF
L3MBTL1 inh = blocks human L3MBTL1; Q9Y468; AlphaScreen L3MBTL1–H3K9me1 peptide binding; Potency, µM (series often up to 57.1 µM), for inactives: top-dose activity, negative = inhibition, hits mostly inhibitors; 230,000 compounds, 0.66% hits; AID 485360; note: nearly all actives have a fitted effect of over 60% in size
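AlphaScreen assay: L3MBTL1 (50 nM final) was preincubated 30 min at room temperature with biotinylated H3(1-15)K9me1 peptide (75 nM final), then 30 min with library compounds; streptavidin donor and nickel chelate acceptor beads (10 ug/mL final) added, 30 min dark.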
TexasRed fluor = counter-screen for TRb-SRC2 inhibitors: fluorescence interference; Potency, µM (highest dose often 106 µM), inactives show at the highest dose fluorescence change, negative = quenching; 280,000 compounds, 0.29% hits; TRb/SRC2 Texas Red total fluorescence interference; active = well fitted curve in either direction with a large enough effect; inconclusive = small, poorly fitted or top-dose-only effect
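Human TRb ligand-binding domain at 0.6 uM with 20 nM Texas Red SRC2 peptide in Tris buffer containing 1 uM T3 and 5% DMSO, incubated with compound 5 h at ambient temperature. Total fluorescence (555/632 nm) calculated as parallel + 2 × perpendicular.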
GAA inhib = inhibitors of human lysosomal alpha-glucosidase | P10253 | purified human GAA, 4-MU-alpha-glucoside fluorescence | Potency, µM (doses to about 76.9 µM), inactives show at the highest dose activity change, negative = inhibition, usual class: inhibitors | 200,000 compounds, 0.005% hits | AID 1466;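 note: plate controls were uninhibited enzyme wells for no effect and no-enzyme background for full effect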
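Fluorogenic assay: 4 nM human alpha-glucosidase with 400 uM 4-methylumbelliferyl-alpha-D-pyranoside in 50 mM citrate/phosphate, 0.005% Tween-20, pH 5.0, 20 min at room temperature. Compounds tested up to 77 uM; AC50 from Hill fits.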
Numbers without * were called inactive; i = inactive; ? = inconclusive; · = not tested or not shown; & = joins results of further samples; [ ] = another dose, or the depositor's remark. Unless noted, calls come from the whole dose curve; as a rule, active = well fitted curve in the direction sought with a large enough effect; inconclusive = small, poorly fitted or top-dose-only effect, or another doubt; inactive = no such curve, though single readings can be large; an effect the other way counts as inactive or inconclusive. Unless noted, % is set by controls: 0 for no effect and ±100 for the full control effect; potency is the fitted concentration of half-maximal effect. These rows are one share of the data. The share of hits here may be higher or lower than overall.

SMILES	TRb SRC2 PPI	aGlu spleen mod	RECQ1 helicase	GAA glycogen	GoLoco inh red	L3MBTL1 inh	TexasRed fluor	GAA inhib
O=C(COc1ccc(S(=O)(=O)NC2CCCCC2)cc1Cl)N1CCN(c2ccccc2)CC1	4%	-5%	-19%	1%	-15%	·	0%	-1%
Cc1ccc(/C(N)=N/OC(=O)Cc2cccs2)cc1	3%	8%	-16%	0%	11%	32%[activator]	-1%	-5%
O=C(CCCC1=NS(=O)(=O)c2ccccc2N1)N1CCN(c2ccccc2)CC1	-3%	-1%	-10%	6%	5%	0%	-1%	12%
O=c1oc2ccccc2c2oc3cc(O)c(O)cc3c12	9%&0%	0%&-9%	25µM*	28µM*	-2%&-9%	?	-14%&-19%	·
CC(C)C[C@@H]1NC(=O)[C@H](CO)NC(=O)c2cc([N+](=O)[O-])cc(I)c2OCC[C@@H](C(N)=O)NC1=O	-3%	-4%	-7%	3%	6%	2%	-1%	1%
COc1ccc(/C=C/C(=O)OC(C)CN2CCOCC2)cc1 (centres undefined)	-15%	5%	-6%	-8%	-1%	4%	1%	4%
O=C(CN(C(=O)C1CSC(=O)C1)c1ccccc1F)NCc1ccc2c(c1)OCO2 (centres undefined)	-5%	-3%	-12%	0%	8%	7%	-2%	1%
O=C(Cn1cnc2ccccc2c1=O)NCC(=O)N1CCN(c2ccccn2)CC1	-1%	12%	-6%	7%	6%	·	1%	-3%
CC(C)[C@H](Nc1ccc(S(=O)(=O)N2CCOCC2)cc1[N+](=O)[O-])C(=O)OCC(N)=O	6%[53 µM]	0%	-7%	8%	-6%	3%	1%[53 µM]	-2%
CCCCN(CC)S(=O)(=O)c1ccc2c(c1)CCCN2C(C)=O	2%	-7%	-8%	0%	5%	5%	-5%	-3%
C=C1C[C@@]23C[C@@]1(O)CC[C@@H]2[C@]12C=C[C@@H](O)[C@](C)(C(=O)O1)[C@@H]2[C@@H]3C(=O)O	-1%	3%	7%	·	7%	·	0%	·
Cc1ccc(-c2nn3c(C)nnc3c3ccccc23)cc1S(=O)(=O)NCCO	-4%&2%	8%	-2%	-6%	10%	8%	-5%&1%	5%
O=C(NC1=NCCCCC1)c1cccc2ccccc12	-4%	9%	-4%	4%	7%	2%	2%	2%
CCc1n[nH]c(=S)n1/N=C/c1cc(Br)c(O)c(OC)c1	3%	-5%	i	-29%	-6%	-5%	-1%	·
CCS(=O)(=O)NCCc1cc2cc(C)c(C)cc2[nH]c1=O	-1%	-12%	-15%	-4%	-7%	6%	3%	-2%
COCCNC(=O)Nc1ccc2nc(-c3cccs3)c(-c3cccs3)nc2c1	1%	-6%	-4%	-5%	21%	·	-1%	-6%
Cc1cc2cc(CN(Cc3ccco3)C(=O)NCc3ccccc3)c(=O)[nH]c2cc1C	4%	-2%	-2%	-8%	1%	-10%	-3%	-3%
COc1ccc(-c2csc(NC(=S)NC(=O)/C=C/c3ccco3)n2)cc1OC	20%	2%	-30%	7%	28%	-5%	-9%	-7%
Cc1ccc(NC(=O)COn2nnc3ccc(S(=O)(=O)N(C)C)cc32)cc1F	0%	-7%	-14%	1%	-21%	·	-2%	-7%
CCOc1ccc2c(c1)C(N(CCN1CCOCC1)C(=O)Nc1ccc(OC)cc1OC)CC(C)(C)O2 (centres undefined)	3%	-3%	-13%	-11%	-2%	·	1%	3%

Results in TexasRed fluor, GoLoco inh red and RECQ1 helicase, for 2 of the compounds above:
| mol | TexasRed fluor | GoLoco inh red | RECQ1 helicase |
| --- | --- | --- | --- |
| COCCNC(=O)Nc1ccc2nc(-c3cccs3)c(-c3cccs3)nc2c1 | -1% | 21% | -4% |
| Cc1cc2cc(CN(Cc3ccco3)C(=O)NCc3ccccc3)c(=O)[nH]c2cc1C | -3% | 1% | -2% |

More entries follow.
SMILES	TRb SRC2 PPI	aGlu spleen mod	RECQ1 helicase	GAA glycogen	GoLoco inh red	L3MBTL1 inh	TexasRed fluor	GAA inhib
Cn1c(CBr)c(C(=O)c2ccc([N+](=O)[O-])cc2)c(=O)n(C)c1=O	2%	2%	-6%	2%	0%	3%	-1%	·
COC(=O)c1ccc(/C=C/c2ccc3cccc(OC(C)=O)c3n2)cc1	-13%	-4%	-1%	1%	-7%	-8%	3%	7%
CCOC(=O)Cc1c(Sc2ccccc2)c2ccccc2n1C	8%	-3%	-6%	4%	8%	53%[activator]	2%	-6%
CC(CCc1ccccc1)NC(=O)COC(=O)C1=COCCO1 (centres undefined)	-2%	-3%	-5%	2%	2%	1%	-7%	-1%
CCCNC(=S)N1CCC(c2nc3cc(C)c(C)cc3[nH]2)CC1	-10%	0%	-6%	-22%	12%	-7%	-1%	4%
COc1ccc(/C=C(\NC(=O)c2cccs2)C(=O)N2CCOCC2)cc1OC	-1%	-10%	3%	3%	2%	0%	0%	1%
O=S(=O)(c1ccc2ccccc2c1)N1CCN(Cc2ccccn2)CC1	5%	6%	-22%	2%	-22%	-35%	4%	14%
Cc1nn2c3c(cnc2c1-c1ccccc1)C(=O)CCC3	4%	-2%	0%	-11%	3%	3%	1%	0%
Cc1cc(-c2ccccc2)n[nH]1	-8%	6%	5%	5%	-5%	?	1%	-6%
N=C(N)c1ccc(Cl)cc1	-5%	2%	-3%	3%	8%	7%	1%	-19%
CO[C@@H]1COC(=O)[C@H](C)NC(=O)C/C=C\[C@@H](C)[C@H](OC)COC(=O)[C@H](C)NC(=O)C/C=C\[C@H]1C	-3%[11.2 µM]	-2%[17.4 µM]	15%[11.5 µM]	·	·	·	0%[11.2 µM]	·
O=C(N/N=C1/C[C@@H](O)[C@@H](O)[C@@H]2[C@@H]3C(=O)N(C[C@@H]4CCCO4)C(=O)[C@H]3CC[C@@H]12)OCc1ccccc1	2%[11.2 µM]	6%[17.4 µM]	4%[11.5 µM]	·	·	·	4%[11.2 µM]	·
C=C(CCC12O[C@H](C(=O)O)[C@@](O)(C(=O)O)[C@](C(=O)O)(O1)[C@H](OC(=O)/C=C/[C@@H](C)C[C@@H](C)CC)[C@H]2O)[C@@H](OC(C)=O)[C@H](C)Cc1ccccc1	-3%	-12%	i	·	-2%	·	1%	·
CC(=O)c1ccc(NC(=O)C2CCN(S(=O)(=O)c3cccs3)CC2)cc1	6%	-6%	-4%	-1%	3%	-5%	1%	-9%
CCOC(=O)c1c(C)nc2c(c1C)c(=O)oc1ccccc12	2%	-5%	1%	3%	-14%	13%[11.4 µM]	-4%	0%
O=C(Cn1nnc(-c2ccccc2)n1)OCc1csc(-c2ccccc2)n1	-5%	4%	-13%	-8%	3%	9%	-2%	-5%
NC(=S)Nc1ccc(F)c(F)c1F	1%	-2%	-8%	1%	2%	·	-1%	·
N#C/C(=N\Nc1ccc([N+](=O)[O-])cc1)C(N)=S	8%	6%	11%	-21%	161%[activator]	·	-7%	·
COc1cc(/C=N/NC(=S)NC2CC3C=CC2C3)cc(OC)c1OC (centres undefined)	-7%	2%	-7%	-21%	5%	-18%	-1%	-1%
O=C(O)CCc1nn2cnc3sc4c(c3c2nc1=O)CCCC4	2%	-5%	i	-2%	10%	·	1%	-16%
O=C(Nc1ccccc1)C1=C[C@H](c2ccc3c(c2)OCO3)C[C@H](OCc2ccc(CO)cc2)O1	-2%	-1%	-20%	-3%	15%	-24%	0%	·
CCN1CCc2nc(NC(=O)C(c3ccccc3)c3ccccc3)sc2C1	-8%	-9%	-6%	3%	6%	·	-2%	-6%
O=C(c1ccc(Cl)cc1)N(Cc1cccs1)C1CCS(=O)(=O)C1 (centres undefined)	7%	-4%	-7%	2%	7%	4%	-1%	-2%
CCSC1=NCN(CCCC(=O)O)CN1	8%	-4%	-4%	-1%	-12%	9%	0%	-8%
Cc1cc(NC(=O)C2CC(c3c(F)cccc3Cl)=NO2)n(-c2ccccc2)n1 (centres undefined)	5%	9%	i	9%	-10%	-11%	0%	4%
CC1=C(C(=O)N2CCOCC2)C(c2ccc(O)cc2)NC(=S)N1 (centres undefined)	-7%	1%	-6%	-1%	2%	-3%	-1%	2%
COCCNC(=O)/C(C#N)=C/c1ccc(C)o1	0%	-13%	-6%	-14%	13%	7%	0%	-4%
O=C(NNC(=O)c1cccs1)c1ccccc1	-1%	5%	-2%	2%	4%	9%	0%	-2%
CC(C)(C)NC(=O)NC(=O)CSc1ncccn1	-1%	0%	-11%	13%	10%	-2%	2%	0%
Cc1csc(Nc2ccccc2C(F)(F)F)n1	-2%	-7%	-15%	?	-27%	0%	0%	3%
Cc1ccc(C)c(S(=O)(=O)c2c(N)n(/N=C/c3ccco3)c3nc4ccccc4nc23)c1	16%	-1%	-11%	-5%	105%[activator]	?	7%	4%
Cc1ccc(/C=N/NC(=O)Cn2cnc3c2c(=O)n(C)c(=O)n3C)s1	-1%	5%	-14%	12%	13%	-10%	-2%	?
COC(=O)c1ccc(NC(=S)NCCc2ccccc2C)cc1	0%	-2%	-9%	-2%	-6%	1%	-25%	-11%
CCOC(=O)c1c(NC(=O)CSc2nnc(-c3c[nH]c4ccccc34)n2CC)sc2c1CCCC2	5%	9%	-3%	-5%	-2%	3%	-8%	-5%[15.4 µM]
O=C(N/N=C/c1ccc(Br)o1)c1cc([N+](=O)[O-])cc([N+](=O)[O-])c1	0%[53 µM]	7%	-17%	-18%	19%	-7%	-2%[53 µM]	-3%
CCC(CC)C(=O)Nc1cccc(C(=O)Nc2ccc(S(=O)(=O)Nc3ccc(C)cc3)cc2)c1	2%	-10%	-10%	-7%	8%	-2%	-1%	-4%
O=C(O)c1ccccc1-c1nc2ccccc2c(=O)n1O	-2%	·	-2%	-7%	-7%	10%	-2%	2%
CCCN1Cc2cccc(C(=O)NCc3ccc4c(c3)OCO4)c2C1=O	-23%	?	-8%	-2%	8%	·	-1%	-6%
CC(=O)Nc1ccccc1NC(=O)CC(C)(C)C	-8%	-8%	-16%	3%	0%	1%	0%	5%
